# Assay outcomes deposited in PubChem BioAssay by several laboratories.
# TLR4-MyD88 BLA: inhibitors of human TLR4-MyD88 binding | HeLa CL3-4 TLR4/MyD88 BLA complementation, FRET ratio | inhibition, % at 8.4 µM | 200,000 tested, 0.18% active | AID 861; in the data active means inhibition above about 25%;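 further: 0% = vehicle and 100% = reference inhibitor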
# Target sequence (O00206 whole entry, looked up): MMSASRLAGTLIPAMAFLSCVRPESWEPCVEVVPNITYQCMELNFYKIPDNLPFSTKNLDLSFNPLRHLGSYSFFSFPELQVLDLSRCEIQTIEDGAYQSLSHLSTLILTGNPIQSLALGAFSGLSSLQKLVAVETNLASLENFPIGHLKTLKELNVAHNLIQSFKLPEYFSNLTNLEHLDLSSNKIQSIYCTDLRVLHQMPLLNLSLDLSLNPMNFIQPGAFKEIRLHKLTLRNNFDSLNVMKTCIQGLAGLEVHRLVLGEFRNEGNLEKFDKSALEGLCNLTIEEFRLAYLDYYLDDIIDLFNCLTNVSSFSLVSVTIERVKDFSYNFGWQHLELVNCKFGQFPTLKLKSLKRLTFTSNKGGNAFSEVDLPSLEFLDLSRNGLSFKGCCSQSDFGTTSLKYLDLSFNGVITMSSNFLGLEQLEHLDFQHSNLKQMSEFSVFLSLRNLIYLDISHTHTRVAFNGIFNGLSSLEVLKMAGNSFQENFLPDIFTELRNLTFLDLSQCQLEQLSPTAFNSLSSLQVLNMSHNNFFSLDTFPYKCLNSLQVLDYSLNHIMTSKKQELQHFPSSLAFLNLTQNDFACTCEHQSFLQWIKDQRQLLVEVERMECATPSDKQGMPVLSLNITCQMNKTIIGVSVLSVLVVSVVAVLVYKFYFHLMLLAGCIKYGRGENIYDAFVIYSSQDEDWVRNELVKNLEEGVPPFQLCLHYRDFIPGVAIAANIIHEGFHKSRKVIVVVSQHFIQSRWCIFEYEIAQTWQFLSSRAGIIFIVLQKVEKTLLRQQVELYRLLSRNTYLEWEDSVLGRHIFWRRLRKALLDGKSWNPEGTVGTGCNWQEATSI
# Target sequence (Q99836 whole entry, looked up): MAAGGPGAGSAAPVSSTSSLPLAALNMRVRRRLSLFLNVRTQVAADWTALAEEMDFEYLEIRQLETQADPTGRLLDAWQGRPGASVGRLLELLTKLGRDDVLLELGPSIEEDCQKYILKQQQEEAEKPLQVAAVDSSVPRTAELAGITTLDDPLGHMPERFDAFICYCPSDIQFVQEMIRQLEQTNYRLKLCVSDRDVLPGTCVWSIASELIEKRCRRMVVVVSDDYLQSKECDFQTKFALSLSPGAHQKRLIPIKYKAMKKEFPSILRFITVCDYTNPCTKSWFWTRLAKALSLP
# STAT1 activator: STAT1 signaling activation | NIH 3T3 STAT1-luciferase reporter, IFN-gamma, luminescence; 100% = IFN-gamma alone, no compound | activation (% of control), % at 5.5 µM | 200,000 tested, 2.6% active;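 active means activation above the screen-wide mean activation plus 3 SD, cut at about 130% in these data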;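 further: raw ratio to IFN-gamma control signal so 100% means no change and 0% no light; values of inactives mirror those of a sister screen read the other way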
# STAT3 inh: STAT3 signaling inhibition. AID 862. 190,000 tested, 0.89% active. inhibition, % at 5.5 µM. U3A cells, IL-6 STAT3-luciferase reporter, luminescence; host cell line lacks STAT1;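 active means inhibition above the mean inhibition across all screened compounds plus 3 SD, cut at about 44% in these data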;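 further: 0% = DMSO only wells and 100% = 100 µM nifuroxazide control wells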
# APP 5'UTR act: activates APP 5'UTR luciferase reporter; SH-SY5Y APP 5'UTR luciferase reporter, luminescence; zero percent = DMSO vehicle wells; activation, % at 2 µM; 190,000 tested, 1% active;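 active means activation above a set limit, based on mean plus 3 SD of controls, cut at about 140% in these data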; further: values of inactives mirror those of a sister screen read the other way
# Redox H2O2 prof: compounds producing H2O2 with reducing agent – biochemical, NIH compound library profiling, artefact control for MLSCN library redox annotation, primary screen; DTT-dependent redox cycling H2O2, phenol red/HRP absorbance; 100% = 100 µM peroxide control, 0% = buffer; activation, % at 10 µM; 200,000 tested, 0.03% active; AID 878;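 active means activation of at least 50% relative to the plate's high and low controls in the primary single-dose screen; inactive means activation below 50%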;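 further: compound incubated with DTT at 0.8 mM final as the reducing agent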
# Hsp70 act: switches on Hsp70 transcription; activation, % at 10 µM; 200,000 tested, 0.04% active; AID 1203; HeLa Hsp70 promoter luciferase reporter, luminescence; scaled: vehicle 0, proteasome-inhibitor control 100%;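 active means activation above the mean across all tested compounds plus 3 SD, cutoff set per campaign, cut at about 5.5% in these data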;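 further: 100% = MG132 at 30 µM as the positive control and 0% = DMSO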
# Efa HMGR inh: blocks class II HMG-CoA reductase of Enterococcus faecalis. 190,000 tested, 0.41% active. purified E. faecalis HMGR, NADPH absorbance 340 nm kinetic. inhibition, % at 10 µM;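 active means inhibition above a set limit, the median over all tested compounds plus 3 SD, cut at about 9.5% in these data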;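 further: enzyme runs in reverse so mevalonate oxidation gives rising NADPH absorbance; 0% = complete reaction with DMSO and 100% = background rate lacking mevalonate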
# STAT1 inh: reduces IFN-gamma driven STAT1 reporter signal; NIH 3T3 STAT1-luciferase reporter, luminescence; inhibition, % at 5.5 µM; AID 920; 200,000 tested, 0.35% active;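 active means inhibition above a set limit, the mean inhibition across all tested compounds plus 3 SD, cut at about 34% in these data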;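 further: 0% = IFN-gamma with DMSO and 100% = IFN-gamma with 300 µM nifuroxazide; values of inactives mirror those of a sister screen read the other way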
# NF-kB neuron act: raises NF-kB expression in human neuronal cells. NF-kB reporter expression; hits give high values. fold change at 12.5 µM. 190,000 tested, 1.6% active. AID 1239; in the data active means fold change above about 3.3
# STAT3 act: increases IL-6 driven STAT3 reporter signal; U3A cells, IL-6 STAT3-luciferase reporter, luminescence; 100% = signal with IL-6 EC80 alone; activation (% of control), % at 5.6 µM; AID 871; 190,000 tested, 0.91% active;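 active means activation above the screen-wide mean of compound activation plus 3 SD, cut at about 130% in these data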;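 further: 0% = background luminescence of wells with medium and substrate only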
#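 Material: STAT3-luciferase reporter U3A cells. Controls: IL-6-treated wells, 100% activation. Read-out: % activation versus median of IL-6-stimulated wells. Probe or stimulus: IL-6 stimulus at 33 ng/mL final. Timing: compound 1 h, then IL-6 6 h at 37 °C. Signal: reporter luminescence signal.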
# The depositor's hits bear a star; / = not tested or not shown.
SMILES,TLR4-MyD88 BLA,STAT1 activator,STAT3 inh,APP 5'UTR act,Redox H2O2 prof,Hsp70 act,Efa HMGR inh,STAT1 inh,NF-kB neuron act,STAT3 act
COc1cc(C(=O)N2CCN(C(=O)c3ccco3)CC2)cc(OC)c1OC,-10,100,4,6,0.1,-0.2,-6,-2,0.99,98
CC(=O)Nc1nc(C)c(Oc2ccccc2)c(=O)[nH]1,4,104,7,-8,2.8,-0.4,-4,-4,1.2,99
CC(=O)Cc1nsc(NC(=O)c2ccc(F)cc2)n1,-9,105,3,13,-0.3,0.0,-5,-6,1.2,103
CCOC(=O)c1cccc(NC(=O)COc2ccc([N+](=O)[O-])cc2)c1,-7,107,12,19,-1.8,-0.4,-4,-8,1.1,93
c1ccc(N2CCN(c3ncnc4scc(-c5cccs5)c34)CC2)cc1,-2,87,20,8,0.1,-0.5,2,14,0.74,87
Cc1ccc(S(=O)(=O)N(CC(=O)NCc2ccco2)Cc2ccc(F)cc2)cc1,12,101,-2,-5,1.0,-0.5,-2,1,1.1,103
CCOC(=O)CC1C(=O)NCCN1C(=O)COc1ccc(Br)cc1C (configuration not stated),3,103,6,18,1.7,-0.4,-3,-3,0.99,98
CC(C)N=C1NN=C(c2cccs2)CS1,-1,134*,-7,103,0.7,0.7,0,-38,3.5*,107
Cn1c(SCC(=O)Nc2sc3c(c2C#N)CCC3)nnc1C1COc2ccccc2O1 (configuration not stated),-6,99,17,0,1.1,-0.3,0,1,0.89,93
CCc1c(C)nc(/N=C(/NC(=O)c2ccccc2)Nc2ccccc2OC)[nH]c1=O,13,100,10,-5,0.4,1.3,/,-1,/,95
CCCN1CCN(C(=O)C2CCN(S(=O)(=O)c3ccc4c(c3)oc(=O)n4C)CC2)CC1,15,92,5,-1,-1.1,-0.4,-8,9,0.99,100
COc1ccc2c(c1)c(=O)oc1c(C)c(OCC(=O)N3CCc4ccccc4C3)ccc12,-14,96,6,5,-3.8,0.0,-3,4,1.1,101
CC(CCCC(C)(C)O)CC1C2=C(CCCC2=O)OC2=C1C(=O)CCC2 (configuration not stated),12,95,7,7,-0.4,-0.3,-4,7,1,98
CC(=O)N1Cc2ccccc2C(C)CC12CCCCC2 (configuration not stated),-3,102,0,-6,-0.5,-0.2,-4,-2,1,99
CN(CCCCCC(=O)/C=N/O)Cc1ccccc1,-9,93,3,7,1.0,-0.3,4,7,1.3,93
CC1(C)C(CSc2nc3ccccc3[nH]2)C1(Cl)Cl (configuration not stated),6,98,5,28,-1.9,-0.2,-3,1,1.4,99
C/C(=C\C(=O)c1ncc(C(F)(F)F)cc1Cl)N(C)C,-1,94,9,-6,2.0,-0.3,-3,5,1.1,102
COc1cc(-c2cc(C(=O)Nc3ccc(S(=O)(=O)NCc4ccco4)cc3)c3ccccc3n2)cc(OC)c1OC,-2,108,-14,-20,-0.3,-0.3,-6,-9,0.31,112
O=C(O)[C@H](Cc1ccccc1)N1Cc2ccccc2C1=O,-8,105,-4,0,-0.4,0.1,-6,-6,1.3,108
Cn1cccc1C1NC(=O)c2c(sc3c2CCC(C(C)(C)C)C3)N1 (configuration not stated),8,92,5,0,0.7,-0.4,-7,8,1.4,99
O=C(Nc1cccc(F)c1)N1CCN(C/C=C/c2ccccc2)CC1,-6,100,8,1,-0.8,-0.1,-4,0,1.2,95
Cc1oc(-c2cc(F)ccc2F)nc1CN(C)Cc1ccc2nccnc2c1,-1,101,0,-12,-0.1,-0.3,3,-2,1,102
CCOc1cc2c(cc1OCC)C(c1ccc(OC)cc1)N(c1ccccc1)C(=O)C2 (configuration not stated),1,92,-5,14,0.4,-0.1,-4,8,1,100
CS(=O)(=O)Nc1ccccc1C(=O)N1CCN(c2ccccc2)CC1,13,100,7,4,-0.4,-0.2,1,0,1,99
Nc1[nH]ncc1N=Nc1ccc(Cl)cc1,-5,127,2,13,0.3,-0.2,-1,-30,2.1,97
Cc1ccc(N2C=Nc3ccc(C)c4nc(C)cc2c34)cc1,4,99,5,6,2.4,0.0,4,3,1.1,104
Nc1nc2nc(-c3cccs3)cc(C(F)(F)F)n2n1,-16,109,7,1,-3.1,0.0,1,-9,1.2,94
Cn1c(=O)c2c(ncn2CC(O)CNc2ccc(Cl)cc2)n(C)c1=O (configuration not stated),3,90,1,-23,-0.1,-0.3,-9,8,0.82,99
O=c1cc(CNCCCO)c2ccccc2[nH]1,-7,104,-7,-16,-0.5,0.2,-2,-5,1.3,110
COc1ccc(N2C(=O)c3ccccc3C2=O)cc1,2,119,5,2,-1.0,0.1,-3,-23,1.3,98
c1ccc(Cc2nnc(Sc3ccccc3)c3ccccc23)cc1,11,100,11,2,0.7,-0.2,0,0,1.7,96
CCOC(=O)C(NCc1ccc(F)cc1)(NC(=O)c1ccccc1)C(F)(F)F (configuration not stated),-8,90,0,-5,0.7,-0.1,-1,17,1.1,103
COC(c1ccccc1)c1nnc(CCC(=O)N(C)CCOc2ccccc2)o1 (configuration not stated),-9,135*,3,34,0.2,-0.2,-7,-37,2.2,103
Cc1nnc(NC(=O)CSc2nnc(Cc3ccccc3)n2Cc2ccccc2)s1,-2,98,9,6,4.5,-0.2,-5,3,1.2,94
CN(Cc1ccccn1)Cc1nc(COc2ccccc2)no1,-18,107,4,-1,0.1,-0.3,1,-9,1,100
O=C(Oc1cccc2c(OC(=O)N3CCOCC3)cccc12)N1CCOCC1,1,95,15,-9,-2.0,-0.1,-1,6,1,91
COCCCNC(=O)/C=C/c1ccc(Cl)cc1Cl,-4,105,10,12,0.7,-0.3,-4,-6,1.3,93
COc1ccccc1/C=N/OCC(=O)NCc1ccc2c(c1)OCO2,-2,101,-8,-6,0.3,-0.4,-3,-1,0.94,103
O=C(N/N=C/c1ccc2c(c1)OCO2)c1sc2cc(Cl)ccc2c1Cl,1,100,-10,2,0.9,-0.2,1,-1,1.2,104
CCOC(=O)N1CCC(Nc2nc3ccccc3nc2NS(=O)(=O)c2ccc(Cl)cc2)CC1,-10,128,-22,48,-1.0,-0.3,-2,-30,1.7,122
O=C(NCC1CCCO1)/C(=C/c1ccccc1)NC(=O)c1ccccc1 (configuration not stated),3,107,10,29,-0.2,-0.1,-4,-9,0.97,102
Cc1ccc(NC(=O)CSC2=C(C#N)C(c3ccc4c(c3)OCO4)C3=C(CCCC3=O)N2)c(C)c1 (configuration not stated),-9,92,16,0,0.4,-0.2,1,9,0.77,91
O=C(CCC(=O)N1CCc2ccccc2C1)N1CCN(S(=O)(=O)c2ccccc2)CC1,0,103,-13,-4,0.3,-0.2,-2,-3,1.1,112
COCCCn1c(-c2ccc(Cl)cc2)n[nH]c1=S,6,99,-7,10,0.5,-0.3,-1,1,1.2,106
Cc1cc(-n2c(C)cc(C(=O)COc3ccc4ccc(=O)oc4c3)c2C)no1,9,102,9,-3,-0.6,-0.3,3,-2,1.1,98
N=c1ccn(CC(=O)c2ccc(-c3ccccc3)cc2)cc1,2,91,31,-7,-1.2,0.2,-3,9,0.77,77
Cc1ccc(-c2csc3ncn(CC(=O)N4CCOCC4)c(=O)c23)cc1C,-15,96,-13,-17,0.1,-0.4,-5,3,1,111
Cc1ccc(N(C=NC#N)CC(=O)N2CCN(c3ccccc3)CC2)cc1,10,102,-4,10,0.1,0.0,-4,-3,1.3,107
COCCNC(=O)COc1ncnc2scc(-c3ccc(F)cc3)c12,9,95,5,-8,-2.2,-0.2,-2,5,1.1,99
COc1ccc(CN(C)C(=S)Nc2ccc(OC(F)F)cc2)cc1,7,94,12,14,0.5,-0.1,2,4,0.92,94
Cc1cc2cc(C(c3nnnn3Cc3ccco3)N3CCc4ccccc4C3)c(=O)[nH]c2cc1C (configuration not stated),-11,89,-9,-2,1.0,0.2,6,12,0.87,110
COc1ccc(CNC(=O)c2nnn(-c3cccc(C(F)(F)F)c3)c2N)cc1,-4,102,12,14,-0.1,0.0,-3,-3,1.1,92
O=C(CCN1CCN(c2ccc(F)cc2)CC1)Nc1ccccc1F,3,101,11,22,2.4,0.2,-2,-2,1.1,93
Cc1ccc(OCC(=O)NCC(=O)Nc2ccc(F)cc2)c([N+](=O)[O-])n1,-5,104,-10,3,0.1,-0.2,2,-4,1.1,111
COc1ccc(C2C3=C(CCCC3=O)Nc3nc(C(F)(F)F)nn32)cc1OC (configuration not stated),0,101,8,-15,-2.3,0.1,-4,0,1.2,97
CCN(CC)S(=O)(=O)c1ccc(/C=C/C(=O)OCC(=O)Nc2ccc(S(N)(=O)=O)cc2)cc1,0,103,-1,-12,-0.3,0.0,0,-3,0.99,109
CCCC(CCC)C(=O)Nc1cccc(C(=O)O)c1,-4,103,-5,0,0.2,0.4,-2,-3,1,102
Cc1ccccc1OCC(=O)Nc1ccc(C(N)=O)cc1,4,105,11,4,0.3,-0.2,-3,-5,0.95,97
O=C1CN(C(=S)NC(=O)c2ccc(-c3ccccc3)cc2)CCN1,-12,133*,9,19,-0.8,0.1,-3,-38,1.6,100
O=C(Nc1c(C(=O)N2CCCCC2)cnn1-c1ccccc1)c1ccco1,-6,103,-2,8,-0.1,0.1,-2,-4,1,104
# The results go on:
SMILES,TLR4-MyD88 BLA,STAT1 activator,STAT3 inh,APP 5'UTR act,Redox H2O2 prof,Hsp70 act,Efa HMGR inh,STAT1 inh,NF-kB neuron act,STAT3 act
O=C(c1cccn2c(=O)c3cc(Br)ccc3nc12)N1CCN(c2ccccn2)CC1,1,96,-3,-3,1.7,-0.1,-4,4,1.2,106
CC1(C)C=C(c2ccc(C=O)s2)CC(C)(C)N1C=O,-11,93,-7,-6,0.2,-0.2,-4,10,1,104
Cc1ccc(N(C)C(=O)N2CCN(S(=O)(=O)c3ccc(C)cc3)CC2)cc1,-14,94,10,/,-1.8,-0.1,3,7,1.3,99
Cc1ccc(S(=O)(=O)N(c2ccc(Br)cc2)C2C=CS(=O)(=O)C2)cc1 (configuration not stated),-12,90,6,24,-0.5,-0.4,-12,9,1.1,97
Cc1cc(C)c(S(=O)(=O)N2CCOCC2)cc1C,-10,97,8,-10,-0.7,-0.1,-5,3,0.94,101
N/C(=N\OC(=O)c1ccc(F)cc1)c1ccc(Br)cc1,-1,128,19,52,-10,-0.1,-5,-33,2,87
O=C(NC1CCCC1)C(c1cccnc1)N(CCc1ccccc1)C(=O)c1ccco1 (configuration not stated),6,102,-4,-1,0.1,0.1,3,-4,0.95,107

# As entered above:
# O=C(NC1CCCC1)C(c1cccnc1)N(CCc1ccccc1)C(=O)c1ccco1 (configuration not stated) | Efa HMGR inh: 3
# Cc1ccc(S(=O)(=O)N(c2ccc(Br)cc2)C2C=CS(=O)(=O)C2)cc1 (configuration not stated) | APP 5'UTR act: 24
